High-throughput results deposited in PubChem by several laboratories.
SMARCA2 act – SMARCA2 (BRM) function activators, primary screen, cell-based, luminescence, high throughput; MG213 cells, MMTV-luciferase reporter, dexamethasone, overnight; activation, % at 9.1 µM; 370,000 compounds, 1% hits; in the data active means activation above about 7.8%;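 further: 0% = vehicle wells and 100% = reference activator wells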
ADAM17 inh – ADAM17 inhibitors, primary screen, biochemical, QFRET; Disintegrin and metalloproteinase domain-containing protein 17 (Homo sapiens), P78536; recombinant ADAM17, EDANS/DABCYL FRET peptide cleavage; inhibition, % at 6.95 µM; 370,000 compounds, 0.83% hits;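 active means inhibition above the mean of compounds lying between control limits plus 3 SD, set per campaign, cut at about 8.5% in these data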;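 further: 0% = DMSO-only wells as the low control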
DAX1 inh-1 – DAX1 (NR0B1) inhibitors, primary screen, cell-based, HEK293, Gal4-DAX1, luciferase luminescence | HEK293 Gal4-DAX1 luciferase reporter | inhibition, % at 6.75 µM | 340,000 compounds, 0.99% hits | AID 504766, 2011;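 active means inhibition above the mean over all tested compounds plus 3 SD, cut at about 4.2% in these data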;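 further: 0% = DAX1-transfected cells with DMSO and 100% = empty-vector control cells with DMSO; inhibition shows as a rise in luminescence from relieved DAX1 repression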
Rev-erbA mod – modulators of Rev-erb alpha DNA binding, primary screen, biochemical, FITC-DNA, fluorescence polarization, uHTS. Nuclear receptor subfamily 1 group D member 1 (Homo sapiens), P20393. Rev-erbα–FITC-DNA binding, 90 min. activity, % at 10 µM. 370,000 compounds, 0.79% hits. AID 1259318, 2017;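 active means activity above about 14%, limit read from the data; passing the limit was not always enough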;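 further: 0% = DMSO wells with 35 nM protein and 100% = DMSO wells with 750 nM protein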
hgDAF12 agonist – H. glycines DAF-12 receptor agonists, primary screen, cell-based, luminescence, HEK293, GAL4 fusion, UAS-luciferase. 370,000 compounds, 1.8% hits. activation, % at 6.8 µM. HEK293 GAL4-hgDAF12 UAS-luciferase reporter, agonist luminescence; normalized to butyrate control;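 active means activation above a cutoff set at the mean of all screened compounds plus 3 SD, cut at about 10% in these data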;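 further: 0% = DMSO wells and 100% = sodium butyrate wells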
ssDAF12 agonist – S. stercoralis DAF-12 nuclear receptor activators, primary screen, cell-based, luminescence, HEK293, GRIP1 co-expression, lit1-tk-luc. HEK293 ssDAF-12/GRIP1 lit1-tk-luc reporter; % of 3 µM dafachronic acid response. 370,000 compounds, 1% hits. AID 652126, 2013. Nuclear hormone receptor DAF-12 (Strongyloides stercoralis). activation, % at 6.8 µM;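 active means activation above the mean over all tested compounds plus 3 SD, cut at about 0.9% in these data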;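 further: 0% = DMSO-only wells and 100% = 3 µM delta7-dafachronic acid wells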
DAX1 inh-2 – DAX1 (NR0B1) inhibitors on StAR promoter, primary screen, cell-based, luminescence, SF-1 (NR5A1), full-length DAX-1. HEK293T StAR-luciferase reporter, SF-1/DAX-1 repression relief. inhibition, % at 6.8 µM. 370,000 compounds, 1.1% hits. AID 652010, 2013;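 active means inhibition above the mean over all tested compounds plus 3 SD, cut at about 3.6% in these data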;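 further: 0% = DAX-1 cells with DMSO and 100% = cells lacking DAX-1 with DMSO; higher inhibition means more luminescence from relief of DAX-1 repression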
PLC-beta3 inh – human PLC-beta3 inhibitors, primary screen, biochemical, fluorescence; 370,000 compounds, 0.18% hits; Purified PLC-beta3, fluorogenic substrate; inhibition, % at 12.2 µM; 1-phosphatidylinositol 4,5-bisphosphate phosphodiesterase beta-3 (Homo sapiens), Q01970; AID 720704, 2013; in the data active means inhibition above about 11%;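 further: 0% = median of compound wells on plate and 100% = full blocker control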
PLCg1 inh – PLC-gamma1 enzyme inhibitors, primary screen, biochemical, fluorescence, purified enzyme; fluorogenic substrate; AID 720700, 2013; 370,000 compounds, 0.84% hits; 1-phosphatidylinositol 4,5-bisphosphate phosphodiesterase gamma-1 (Homo sapiens), P19174; inhibition, % at 12.2 µM; in the data active means inhibition above about 9.5%
Target sequence (P19174 whole entry, looked up): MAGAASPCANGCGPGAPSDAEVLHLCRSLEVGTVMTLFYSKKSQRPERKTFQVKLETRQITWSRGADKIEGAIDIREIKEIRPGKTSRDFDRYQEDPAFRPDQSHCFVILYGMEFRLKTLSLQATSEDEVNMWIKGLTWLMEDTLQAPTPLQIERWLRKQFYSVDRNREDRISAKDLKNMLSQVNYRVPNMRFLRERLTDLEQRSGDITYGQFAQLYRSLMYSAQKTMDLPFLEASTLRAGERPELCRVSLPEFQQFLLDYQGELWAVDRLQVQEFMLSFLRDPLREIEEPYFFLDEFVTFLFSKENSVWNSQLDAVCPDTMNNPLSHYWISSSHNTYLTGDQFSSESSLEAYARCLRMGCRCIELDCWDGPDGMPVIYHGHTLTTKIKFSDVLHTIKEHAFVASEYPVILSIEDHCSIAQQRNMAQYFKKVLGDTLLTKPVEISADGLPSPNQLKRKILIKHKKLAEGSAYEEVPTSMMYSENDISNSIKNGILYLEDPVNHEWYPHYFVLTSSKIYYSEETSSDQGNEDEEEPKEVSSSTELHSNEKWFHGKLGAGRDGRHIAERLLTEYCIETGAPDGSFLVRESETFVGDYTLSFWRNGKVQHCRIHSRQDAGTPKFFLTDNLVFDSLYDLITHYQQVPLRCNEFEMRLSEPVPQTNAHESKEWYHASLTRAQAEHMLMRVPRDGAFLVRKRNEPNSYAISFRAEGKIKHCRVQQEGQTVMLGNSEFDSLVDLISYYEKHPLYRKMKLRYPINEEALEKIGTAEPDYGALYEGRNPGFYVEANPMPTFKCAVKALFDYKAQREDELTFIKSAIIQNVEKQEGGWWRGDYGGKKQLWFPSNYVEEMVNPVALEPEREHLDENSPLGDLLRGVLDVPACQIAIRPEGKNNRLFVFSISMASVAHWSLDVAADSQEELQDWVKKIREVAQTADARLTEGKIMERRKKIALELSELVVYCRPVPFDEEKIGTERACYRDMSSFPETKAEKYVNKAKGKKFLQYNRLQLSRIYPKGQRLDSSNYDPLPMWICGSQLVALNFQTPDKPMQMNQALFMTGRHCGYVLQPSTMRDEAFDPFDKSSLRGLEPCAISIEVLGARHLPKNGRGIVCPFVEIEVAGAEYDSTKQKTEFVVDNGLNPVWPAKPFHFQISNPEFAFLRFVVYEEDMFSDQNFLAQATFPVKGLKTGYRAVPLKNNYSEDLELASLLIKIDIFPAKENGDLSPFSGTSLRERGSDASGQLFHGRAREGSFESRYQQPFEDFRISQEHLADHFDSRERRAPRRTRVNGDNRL
hcDAF-12 act – H. contortus DAF-12 nuclear receptor activators, primary screen, cell-based, luminescence, HEK293, lit1-tk-luc reporter. HEK293 hcDAF-12 lit1-tk-luc reporter; 0% DMSO, 100% Δ7-dafachronic acid. activation, % at 6.8 µM. 370,000 compounds, 1.4% hits;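 active means activation above the mean of all tested compounds plus 3 SD, cut at about 5.5% in these data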;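 further: 100% = response to 3 µM Δ7-dafachronic acid high control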
MBD2 DNA inh – inhibitors of MBD2 binding to methylated DNA, primary screen, biochemical, TR-FRET, DNA-binding domain, human; MBD2 binding to methylated oligonucleotide; 370,000 compounds, 0.31% hits; Methyl-CpG-binding domain protein 2 (Homo sapiens), Q9UBB5; inhibition, % at 4.4 µM; AID 686964, 2013; in the data active means inhibition above about 13%
Starred values were filed as active, the others as inactive; . = no result given.

No.	smiles	SMARCA2 act	ADAM17 inh	DAX1 inh-1	Rev-erbA mod	hgDAF12 agonist	ssDAF12 agonist	DAX1 inh-2	PLC-beta3 inh	PLCg1 inh	hcDAF-12 act	MBD2 DNA inh
1	O=C(c1ccccc1-c1nc2ccccc2[nH]1)N1CCOCC1	0.0	0.4	-0.2	-0.2	-0.9	-0.7	0.3	-15.6	-13.8	-2.0	-4.5
2	CN(C)CC(=O)Nc1ccc(Oc2ccc(Cl)cc2)cc1	0.7	-1.3	-1.7	-2.0	-3.2	-1.8	-0.6	3.1	0.0	0.0	-4.7
3	CC(=O)NC(Cc1cccc(F)c1)C(=O)NC1CCN(C(=O)Nc2ccccc2)CC1 (stereo unspecified)	-1.8	0.3	-0.9	2.2	1.0	-0.6	0.3	-1.2	-1.6	-0.9	4.0
4	O=C(NC1CC1)C1=C[C@@H](c2ccc(Br)cc2)C[C@@H](OCc2ccc(CO)cc2)O1	0.8	-0.6	-0.7	-0.9	0.8	-1.4	-0.1	-1.2	3.0	0.4	-0.2
5	Cc1nc(S/C(=C/c2ccc(-c3ccc(Cl)cc3)o2)C(=O)O)n[nH]1	0.1	-2.5	0.3	-4.3	-1.6	-0.7	0.1	-4.1	-4.8	1.2	1.3
6	Cc1ccccc1-n1c(SCC(=O)NCC2CCCO2)nnc1-c1ccncc1 (stereo unspecified)	-0.3	-0.5	2.2	-5.5	0.1	-1.4	0.1	2.7	0.6	-0.1	3.4
7	CCOC(=O)C1=CN(Cc2ccco2)S(=O)(=O)NC1c1ccc(C(F)(F)F)cc1 (stereo unspecified)	1.4	-0.5	0.6	-6.3	-1.9	-0.5	1.0	-5.6	-5.3	0.2	1.1
8	COc1ccccc1NC(=O)NCC(=O)Nc1ccc(F)c(F)c1	-0.6	-3.1	-0.7	1.0	-3.4	-0.6	0.5	2.4	0.8	-1.6	-4.3
9	O=C1NC2=C(C(=O)OC2)C(c2ccc(OC(F)(F)F)cc2)N1 (stereo unspecified)	-3.6	-5.5	-1.3	5.3	1.6	-0.8	0.9	-8.7	-0.5	0.4	3.6
10	CCNC(=S)NNC(=O)Cn1c(=O)c2c(ncn2CCOC)n(Cc2ccccc2)c1=O	-3.5	2.3	0.6	-4.4	0.0	-0.2	-0.3	-7.9	-0.9	0.3	2.2
11	CC(C)CCOP(=O)(c1ccc(N(C)C)cc1)C(O)c1ccc(Cl)cc1Cl (stereo unspecified)	-3.6	3.4	-1.1	-3.4	-3.0	-1.3	0.0	-6.5	1.5	-2.9	2.7
12	CCn1c(N)[n+](CC(=O)Nc2ccc(SC(F)F)cc2)c2ccccc21	-3.3	-5.2	-0.1	3.1	-2.0	-0.9	-1.7	-6.5	2.2	-1.5	5.4

(listing goes on)
No.	smiles	SMARCA2 act	ADAM17 inh	DAX1 inh-1	Rev-erbA mod	hgDAF12 agonist	ssDAF12 agonist	DAX1 inh-2	PLC-beta3 inh	PLCg1 inh	hcDAF-12 act	MBD2 DNA inh
13	Cn1cnnc1SCC(=O)Nc1ncc(C(F)(F)F)cc1Cl	5.6	1.1	0.8	-7.2	-3.0	-1.2	1.1	3.4	0.4	0.5	-0.8
14	O=C(/C=N/O)NCCN1CCCCC1	-1.6	1.3	0.9	-1.0	-1.3	-1.4	-0.1	0.7	7.5	-0.9	-3.1
15	CC(=O)NC(=S)Nc1ccc(NC(=O)COc2ccc(Cl)cc2Cl)cc1	-2.5	-0.2	0.5	-6.2	3.0	-0.3	0.0	1.4	2.5	-1.8	-2.5
16	CCC[C@H]1[C@@H](NC(=O)Nc2ccc3c(c2)OCO3)CC[C@@]23CCCN2C(=O)CCC[C@@H]13	.	-2.5	.	-3.7	4.1	-1.1	.	-1.4	0.7	2.1	-2.6
17	Cc1nn(C)c(Cl)c1/C=C/C(=O)O	-2.4	1.2	.	-2.2	-0.1	-0.7	0.0	2.6	0.9	1.5	2.1
18	Cc1cc(N2C(=O)c3ccc(C(=O)Nc4ccccc4O)cc3C2=O)no1	-1.5	-1.1	-0.2	-9.8	0.7	-0.2	0.6	-7.4	-2.5	0.4	0.3
19	COc1ccc(C(=O)NC(=S)Nc2ccc(CN3CCOCC3)cc2)cc1	-6.3	2.9	.	-7.8	2.7	-0.8	-0.8	-1.9	8.1	-2.1	-8.0
20	CC(CNC(=O)c1cncc(O)c1)NC(=O)c1cncc(O)c1 (stereo unspecified)	0.6	-6.5	-0.3	0.8	-1.2	-0.5	-0.3	-2.6	1.9	1.0	7.7
21	CCOc1ccc(NC(=O)COc2ccccc2)c([N+](=O)[O-])c1	5.0	-0.2	0.4	0.5	6.0	-0.6	0.3	-5.0	4.5	-0.6	-5.4
22	O=C(C=Cc1ccco1)c1cc(Cl)ccc1O	2.2	-7.5	-0.1	2.7	-0.9	-0.1	-0.5	-35.9	-28.5	0.5	-2.7
23	N#CC1=C(SCC(N)=O)NC(=O)CC1c1ccccc1Cl (stereo unspecified)	-2.8	-0.4	-0.4	-5.1	2.1	-1.3	0.0	2.4	-0.6	-0.7	1.7
24	O=C(O)c1cc(N/N=C/c2c(O)ccc3ccccc23)ccc1Cl	2.0	-1.2	0.4	0.3	-0.8	-0.3	1.2	-16.4	-0.1	0.7	0.9

Next results:
No.	smiles	SMARCA2 act	ADAM17 inh	DAX1 inh-1	Rev-erbA mod	hgDAF12 agonist	ssDAF12 agonist	DAX1 inh-2	PLC-beta3 inh	PLCg1 inh	hcDAF-12 act	MBD2 DNA inh
25	CC(C)n1c(CN(C)Cc2ccccc2)nc2c1c(=O)n(C)c(=O)n2C	-4.4	-1.1	.	3.8	-6.1	-1.9	-1.1	-4.9	0.8	-4.6	2.1
26	CCOc1[nH]n(-c2ccc(Cl)cc2)c(=O)c1C=Nc1ccc(O)cc1	-3.8	-2.7	2.4	.	1.5	-1.3	0.1	-1.3	-1.2	-2.3	-2.7
27	O=C(C(=O)N1CCC(c2ccccc2)CC1)c1ccccc1	3.6	-0.1	.	8.3	3.1	-1.1	-0.5	1.3	-0.2	-1.9	2.9
28	COc1ccc(S(=O)(=O)NCCC(=O)OCC(=O)NC2CC2)cc1	-3.5	-1.5	0.3	3.6	-0.1	-0.8	-0.5	-2.1	-0.1	-0.4	-0.9
29	COCc1cc(OC)nc(-c2csc(C)n2)n1	7.0	0.1	6.4*	2.2	1.2	-1.7	0.6	-6.6	-0.2	-1.0	-0.4
30	COc1ccccc1NC(=O)c1ccc(N2CC3CC(C2)c2cccc(=O)n2C3)c(NC(=O)c2ccncc2)c1 (stereo unspecified)	-1.3	-5.6	0.0	-3.7	-0.5	-1.4	0.4	-20.0	-6.0	0.1	0.9
31	O=C(COC(=O)c1sc2cc(F)ccc2c1Cl)Nc1ncc(Cl)cc1Cl	-2.3	1.2	3.5	64.0*	1.0	0.5	1.9	2.8	5.5	3.6	-1.4
32	COc1ccc(CCNC(=O)c2ccn[nH]2)cc1OC	3.0	-1.3	-0.5	-3.1	-1.1	-0.4	1.2	2.9	3.6	-0.4	-5.1
33	Cc1cccc(CNc2ncnc3ccc(-c4ccccc4Cl)cc23)c1	0.9	1.1	-0.2	5.3	-1.5	-1.3	-0.2	-2.8	0.5	-1.9	1.8
34	CN1CCN(C(=O)Cn2c(=O)oc3cc(S(=O)(=O)NCc4ccccc4)ccc32)CC1	1.8	-3.5	0.6	-1.7	-0.3	-1.3	-0.6	0.3	0.2	0.9	0.6
35	O=C(Nc1cc(S(=O)(=O)N2CCCC2)ccc1OCC(F)(F)F)c1ccccc1F	-2.0	-2.9	-0.1	0.8	3.0	-1.4	0.2	-0.9	1.4	-1.5	4.9
36	CCN1CCN(c2ccc(NC(=O)Cc3ccccc3)cc2)CC1	0.3	-2.0	0.9	1.6	2.6	-0.5	-0.6	-3.1	0.1	0.8	2.4

Part of the list above, screen by screen:
[26] CCOc1[nH]n(-c2ccc(Cl)cc2)c(=O)c1C=Nc1ccc(O)cc1
[27] O=C(C(=O)N1CCC(c2ccccc2)CC1)c1ccccc1

Assay by compound	26	27
SMARCA2 act	-3.8	3.6
ADAM17 inh	-2.7	-0.1
DAX1 inh-1	2.4	.
Rev-erbA mod	.	8.3
hgDAF12 agonist	1.5	3.1
ssDAF12 agonist	-1.3	-1.1
DAX1 inh-2	0.1	-0.5
PLC-beta3 inh	-1.3	1.3
PLCg1 inh	-1.2	-0.2
hcDAF-12 act	-2.3	-1.9
MBD2 DNA inh	-2.7	2.9

(listing goes on)
No.	smiles	SMARCA2 act	ADAM17 inh	DAX1 inh-1	Rev-erbA mod	hgDAF12 agonist	ssDAF12 agonist	DAX1 inh-2	PLC-beta3 inh	PLCg1 inh	hcDAF-12 act	MBD2 DNA inh
37	COc1ccc(NS(=O)(=O)c2ccc3c(c2)NC(=O)CCS3)cc1Cl	-3.7	2.9	0.1	-5.5	-2.4	-1.2	-0.4	-6.9	2.6	-3.4	0.9
38	CCc1ccc2c(c1)cc(CN(C(=S)Nc1cccc(C)c1)C1CC1)c1nnnn12	-1.9	-1.7	-0.1	12.7	-1.7	-1.2	0.2	3.9	1.8	-2.2	1.6
39	COc1ccc(CN2CC(=O)N(c3ccc(C)c(C)c3)C2=S)cc1OC	-5.8	1.3	0.7	8.9	-4.7	-1.8	-0.1	-5.3	1.5	-3.0	12.2
40	O=C(C1CC1)N1N=C2CCCCC2C1(O)C(F)(F)F (stereo unspecified)	-3.0	-1.1	2.5	-5.8	2.6	-0.9	0.2	-2.0	-0.1	-0.7	-2.1
41	COc1ccc(C(=O)C2CCCN(Cc3cccn3-c3ccccn3)C2)cc1F (stereo unspecified)	6.7	1.7	0.5	-0.1	0.5	-1.6	-0.1	-2.4	2.5	1.1	2.4
